PLK1 PBD block = blocks phosphopeptide binding to human PLK1 polo-box domain. Plk1 PBD binding of FITC phosphopeptide, fluorescence polarization. Potency, µM, for inactives: max response, negative = inhibition, usual class: inhibitors. hit rate 2.8% among 360,000. AID 720504; note: potency is the fitted concentration of half-maximal effect; series mostly up to about 57 µM; % is set by controls: 0 for no effect and ±100 for the full control effect; nearly all actives have a fitted effect of over 65% in size
EPAC1 agonist = agonists of human EPAC1. O95398. EPAC1 agonist qHTS, biochemical assay; response scale: 100% = response to 6.5 mM cAMP. Potency, µM (titrated, usually from 154 µM), inactives show at the top dose activation, hits mostly activators. hit rate 0.073% among 360,000. AID 720707; note: potency is the fitted concentration of half-maximal effect; nearly all actives have a fitted effect of over 60% in size
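Fluorescent GDP-exchange assay: 100 nM EPAC1 with 250 nM Rap1B preloaded with BODIPY-GDP and 50 uM GDP; compounds tested as concentration series, 5 min at room temperature, then read every 5 min for 30 min (ex 480/em 540 nm); normalized to 6.5 mM cAMP.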
WRN helicase inh = inhibitors of human WRN helicase. Q14191. WRN helicase unwinding, fluorescent forked duplex, kinetic. Potency, µM (highest dose often 114 µM), for the others: at the highest dose activity change, negative = inhibition, usual class: inhibitors. hit rate 0.46% among 360,000; note: potency is the fitted concentration of half-maximal effect; % is set by controls: 0 for no effect and ±100 for the full control effect; nearly all actives have a fitted effect of over 55% in size
Target sequence (Q14191 whole entry, looked up): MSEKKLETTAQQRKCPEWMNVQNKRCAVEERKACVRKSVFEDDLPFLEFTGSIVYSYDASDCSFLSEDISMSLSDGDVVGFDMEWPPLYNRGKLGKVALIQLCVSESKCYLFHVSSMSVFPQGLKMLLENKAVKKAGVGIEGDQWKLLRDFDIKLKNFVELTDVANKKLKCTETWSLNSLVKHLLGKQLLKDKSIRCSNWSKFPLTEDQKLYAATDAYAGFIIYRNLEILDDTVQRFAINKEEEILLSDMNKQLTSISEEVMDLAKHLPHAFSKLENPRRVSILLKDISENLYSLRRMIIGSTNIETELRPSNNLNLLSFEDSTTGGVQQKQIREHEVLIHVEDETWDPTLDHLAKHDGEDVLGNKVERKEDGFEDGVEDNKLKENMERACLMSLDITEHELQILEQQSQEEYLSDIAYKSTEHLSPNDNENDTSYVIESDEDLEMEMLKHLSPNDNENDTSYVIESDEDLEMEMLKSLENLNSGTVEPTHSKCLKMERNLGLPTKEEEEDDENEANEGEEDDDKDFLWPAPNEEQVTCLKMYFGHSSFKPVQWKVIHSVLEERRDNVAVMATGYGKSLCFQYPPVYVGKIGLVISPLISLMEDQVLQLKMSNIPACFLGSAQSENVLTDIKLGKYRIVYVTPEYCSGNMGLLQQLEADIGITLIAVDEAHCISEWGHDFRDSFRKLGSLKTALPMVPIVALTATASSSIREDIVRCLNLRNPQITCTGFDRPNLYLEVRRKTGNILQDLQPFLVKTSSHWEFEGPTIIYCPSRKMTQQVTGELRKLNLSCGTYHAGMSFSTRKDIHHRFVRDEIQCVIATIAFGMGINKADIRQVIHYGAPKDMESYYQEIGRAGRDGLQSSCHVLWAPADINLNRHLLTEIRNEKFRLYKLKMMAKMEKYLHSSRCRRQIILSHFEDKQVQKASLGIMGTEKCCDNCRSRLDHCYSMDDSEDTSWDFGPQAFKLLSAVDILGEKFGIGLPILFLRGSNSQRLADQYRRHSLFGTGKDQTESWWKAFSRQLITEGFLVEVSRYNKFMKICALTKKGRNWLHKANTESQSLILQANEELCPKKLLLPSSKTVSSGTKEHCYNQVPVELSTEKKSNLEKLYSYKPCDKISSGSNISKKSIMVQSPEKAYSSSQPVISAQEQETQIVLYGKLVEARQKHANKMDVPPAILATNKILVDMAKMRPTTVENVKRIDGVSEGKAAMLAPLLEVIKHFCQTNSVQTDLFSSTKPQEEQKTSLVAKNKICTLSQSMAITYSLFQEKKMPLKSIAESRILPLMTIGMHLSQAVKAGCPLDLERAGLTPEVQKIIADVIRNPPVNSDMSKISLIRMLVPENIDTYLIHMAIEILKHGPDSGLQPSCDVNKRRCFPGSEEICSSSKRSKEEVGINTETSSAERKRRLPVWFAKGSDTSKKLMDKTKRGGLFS
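Screening of the MLSMR collection measured strand separation of a quenched forked DNA duplex (100 nM) by 20 nM WRN with 2 mM ATP, all final. Compounds were preincubated with enzyme 15 min at room temperature.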
EPAC2 agonist = activates human EPAC2 exchange factor; EPAC2 activation, biochemical qHTS; response scale: 100% = 6.5 mM cAMP response; Potency, µM (top dose mostly 154 µM), for the others: at the top dose activation, most hits filed as activators; hit rate 0.079% among 360,000; AID 720711; note: potency is the fitted concentration of half-maximal effect; nearly all actives have a fitted effect of over 50% in size
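Readout is BODIPY fluorescence (480 nm excitation, 540 nm emission), which falls as labeled GDP is exchanged off Rap1B. EPAC2 at 100 nM acted on 250 nM RAP1B-BODIPY-GDP with 50 uM GDP present.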
IL2 activator = activates IL-2 in a cell-based reporter assay; IL-2 activation reporter assay, cell-based qHTS; stimulated with anti-CD3/CD4/CD28 beads; in transgenic mouse T cells; activation, % (series mostly up to about 46 µM); hit rate 0.065% among 360,000; in the data active = activation above about 50%; inconclusive = mostly about 30% to 49%; note: 0% is about no effect
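First, unstimulated transgenic mouse T cells were exposed to compound for 60 min. Next, anti-CD3/anti-CD4-coated beads with anti-CD28 were added. Finally, after 18 h at 37 degrees C, EGFP and DsRed were imaged.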
PI5P4K alpha inh = PI5P4K alpha (human) kinase inhibition; hit rate 1.2% among 330,000; PI5P4Kalpha enzyme, ADP-Glo luminescence, 60 min; hits give low values; P48426; max response, %; AID 652105; active = max response of -50% or lower; inconclusive = between -30% and -50%; inactive = -30% or higher; note: value at the top dose of about 77 µM; % is set by controls: 0 for no effect and ±100 for the full control effect
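Quantitative HTS of the MLSMR library against PI5P4Kalpha with substrate. ATP added last at 5 microM final; room temperature, 60 minutes. Remaining ATP depleted, ADP converted and read as luminescence.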
EPAC1 antag = EPAC1 (human) antagonism. O95398. EPAC1 GEF assay, Rap1b-BODIPY-GDP exchange fluorescence. Potency, µM (doses to about 115 µM), inactives show at the highest dose activity change, negative = inhibition, most hits filed as inhibitors. hit rate 0.14% among 360,000. AID 720709;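 note: potency is the fitted concentration of half-maximal effect; plate controls were vehicle for no effect and positive control for full effect; nearly all actives have a fitted effect of over 50% in size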
CCT modulator = modulators of cytosolic chaperonin (CCT/TRiC) activity. purified chaperonin ATPase assay, HTRF ADP detection, 30 min. hit rate 0.3% among 360,000. activity change, % (no concentration beside the values), hits read low; in the data active = activity change below about -30%; note: % is set by controls: 0 for no effect and ±100 for the full control effect
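Nucleotide hydrolysis assay: TRiC at 20–40 nM final (set by batch activity) with 10 uM ATP, 30 min at 37 °C, in presence of 76 uM compound. Detection by competitive ADP HTRF, 30 min ambient.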
* = called active by the depositor; ? = inconclusive; · = no result given; [ ] = another dose, or the depositor's remark. Unless noted, calls come from the whole dose curve; as a rule, active = well fitted curve in the direction sought with a large enough effect; inconclusive = small, poorly fitted or top-dose-only effect, or another doubt; inactive = no such curve, though single readings can be large; an effect the other way counts as inactive or inconclusive. A portion of the library; the hit share may differ from the screen's.

SMILES	PLK1 PBD block	EPAC1 agonist	WRN helicase inh	EPAC2 agonist	IL2 activator	PI5P4K alpha inh	EPAC1 antag	CCT modulator
Cc1ccc(C)c(Cn2cnc3c(nnn3-c3ccc(F)cc3)c2=O)c1	-3%	1%	-7%	-4%	-3.0	·	-6%	-0.8
CCOc1ccc2oc(C(=O)NCc3ccccc3CN3CCCC3)c(C)c2c1	-6%	-2%	-1%	10%	-0.3	2	15%	-1.8
O=[N+]([O-])c1c(NCCO)cc(Sc2nc3ccccc3s2)c2nonc12	1.7µM*	4%	?	10%	-3.4	·	-7%	-6.0
CCC(C)(C)NC(=O)C(c1ccccn1)N(C(=O)c1csnn1)c1ccc(C)cc1 (centres undefined)	-6%	-6%	0%	-2%	-0.9	3	7%	-34*
COc1ccc(C2/C=C\CC(OCc3ccccc3)CC(=O)N2Cc2cccc(F)c2)cc1 (centres undefined)	?	2%	-4%	12%	-1.0	-7	-8%	-1.4
C=CCOc1ccc(C2/C(=C(\O)c3ccc4c(c3)OCCO4)C(=O)C(=O)N2CCCN2CCOCC2)cc1 (centres undefined)	?	3%	-1%[57.1 µM]	3%	6.9	5	19%	-0.6
Cc1ccc([C@@H]2CC(=O)[C@@H]3CN(S(=O)(=O)c4ccc(C)cc4)[C@H](c4ccccc4)C[C@@H]3N2S(=O)(=O)c2ccc(Cl)cc2)cc1	-9%	-17%	0%	15%	-2.5	0	3%	-0.2
CN(C)C(=O)CN(c1ccc(F)c(Cl)c1)S(C)(=O)=O	-14%	10%	-2%	-5%	-1.9	·	4%	0.6
O=C1C(Cc2ccccc2)S/C(=N/N=C/c2ccco2)N1c1ccccc1 (centres undefined)	-7%	7%	-6%	5%	0.3	-22	-12%	-0.8
CCCCCC(=O)Nc1cccc(C2=NOC3(C2)C[C@H](C(N)=O)N(C(=O)CCCCC)C3)c1 (some centres undefined)	-9%	-10%	1%	-4%	0.8	1	-1%	0.2
COC(=O)C1CCN(c2nc3ccccc3nc2C(C#N)C(=O)NCCc2ccccc2)CC1 (centres undefined)	-25%	?	1%	10%	0.5	8	13%	-0.8
O=C(COC(=O)Cc1c(Cl)cccc1Cl)Nc1ccc(OC(F)(F)F)cc1	4%	-6%	-7%	-11%	-0.1	25	-12%	-1.1
O=C1c2ccccc2C(=O)N1CCCCNc1ccccc1	-1%	5%	-12%	7%	0.3	-3	-2%	1.4
O=C(O)CC1SC(=Nc2ccccc2)N(c2ccccc2)C1=O (centres undefined)	1%	-6%	7%	2%	0.6	-9	7%	-1.2
CCCn1nnnc1NCc1ccc(OC)cc1	-1%	-2%	15%	-2%	-0.3	2	-11%	0.7
Cc1nc2nc(SCC(=O)Nc3cccc(F)c3)[nH]c2cc1Br	-9%	2%	0%	5%	-0.9	2	-15%	-3.9
COc1ccc(Cc2nnc(NC(=O)Nc3ccccc3OC)s2)cc1	-5%	7%	10%	3%	0.5	12	-24%	-1.0
C=CCCN(C(C(=O)OC)C(C)C)S(=O)(=O)c1ccccc1Br (centres undefined)	2%	0%	-6%	-1%	-0.3	4	1%	0.6
CCCCC(=O)Nc1cccc(-c2cn3ccccc3n2)c1	2%	-8%	-8%	0%	0.6	·	6%	0.0
COCc1cc(C)nc(SCC[N+](C)(C)CC(=O)Nc2ccccc2)c1C#N	-3%	-8%	-1%	-3%	-2.2	2	-3%	-1.8
Cc1cc(NC(=O)CSc2nccn2-c2cccc(C)c2C)no1	-6%	3%	?	1%	-0.6	-6	3%	-30
CC(C)Cc1nc2oc3c(=O)[nH]cnc3c2c2c1CCC2	-9%	-1%	-31%	0%	2.7	1	-11%	-1.6
O=C(Nc1ccc(Cl)cc1)Nn1cnnc1	7%	4%	-9%	5%	-2.0	2	-3%	1.5
Cc1nn(-c2ccccc2)c(Cl)c1/C=C1\C(=O)N(C)C(=S)N1C	0%	10%	-5%	16%	0.0	4	-1%	-1.6
CCOC(=O)Cn1cc(C(=O)C(C)(C)C)c2ccccc21	-3%	-1%	-2%	-1%	-0.2	-3	-3%	1.3
COc1cccc(OC)c1OCCNCC1COc2ccccc2O1 (centres undefined)	4%	-13%	0%[11.6 µM]	-6%	0.7	-8	-11%	-0.4
O=C(N[C@H]1CC[C@H](CCNS(=O)(=O)c2ccc(Cl)cc2)O[C@@H]1CO)c1cccc(F)c1	?	3%	-3%	1%	-0.9	0	-9%	·
O=C(NC1(Cc2ccccc2)CCN(Cc2ccc(-c3ccccc3)cc2)C1=O)c1ccccc1 (centres undefined)	-12%	-5%	-5%	4%	-3.2	-3	-6%	-1.6
CC(C)(C)c1ccc(-c2cnco2)cc1	2%	-1%	-5%	2%	-1.8	5	10%	-1.4
CCC(=O)c1ccc(OC(=O)c2cccs2)cc1	-6%	7%	32%	-10%	3.3	-1	-14%	-3.1
C[C@H](N)c1nnc(SCc2c(Cl)cccc2Cl)o1	-8%	4%	15%	7%	-0.7	0	-4%	-3.3
c1csc(CNc2ccc3c(c2)OCCO3)c1	-27%	2%	-30%	5%	-0.6	-3	-18%	-0.9
O=C(O)C1C2C=CC3(CN(C/C=C/c4ccccc4)C(=O)C13)O2 (centres undefined)	-6%	-3%	-7%	14%	-1.8	-9	-2%	-2.0
O=C(NCCCCNC(=O)c1ccc(Cl)s1)c1ccc(Cl)s1	-12%	7%	-4%	10%	2.0	-12	0%	-0.8
Cc1cc(C)cc(N(CC(=O)NC2CCCCCC2)S(=O)(=O)c2c(C)[nH]c(=O)[nH]c2=O)c1	-10%	3%	-6%	7%	-0.5	2	4%	-1.1
COc1ccc(NC(=O)/C=C/c2ccc3c(c2)OCO3)cc1	2%	3%	6%	0%	-0.1	5	10%	0.8
Oc1ccc2ccccc2c1C=NCc1ccccc1	-7%	-1%	-11%	18%	-2.8	6	-15%	-3.6
CCOC(=O)c1c(CS(=O)(=O)c2ccccc2)n(C)c2cc(Br)c(O)c(CN(C)C)c12	-11%	14%	-1%	6%	-0.6	0	-10%	1.0
CC(=O)Nc1ccc2c(c1)n(C)c(=O)n2C	0%	-4%	-3%	0%	-0.7	·	3%	-1.7
CC(=O)Nc1ccc(Nc2nc(-c3sc(C)nc3C)cs2)cc1	-21%	4%	-7%	8%	-0.2	-10	-29%	-1.3

Arranged by molecular weight (high to low): eleven of the compounds above.
SMILES	PLK1 PBD block	EPAC1 agonist	WRN helicase inh	EPAC2 agonist	IL2 activator	PI5P4K alpha inh	EPAC1 antag	CCT modulator
C=CCOc1ccc(C2/C(=C(\O)c3ccc4c(c3)OCCO4)C(=O)C(=O)N2CCCN2CCOCC2)cc1 (centres undefined)	?	3%	-1%[57.1 µM]	3%	6.9	5	19%	-0.6
O=C(NC1(Cc2ccccc2)CCN(Cc2ccc(-c3ccccc3)cc2)C1=O)c1ccccc1 (centres undefined)	-12%	-5%	-5%	4%	-3.2	-3	-6%	-1.6
COc1ccc(C2/C=C\CC(OCc3ccccc3)CC(=O)N2Cc2cccc(F)c2)cc1 (centres undefined)	?	2%	-4%	12%	-1.0	-7	-8%	-1.4
COCc1cc(C)nc(SCC[N+](C)(C)CC(=O)Nc2ccccc2)c1C#N	-3%	-8%	-1%	-3%	-2.2	2	-3%	-1.8
COc1cccc(OC)c1OCCNCC1COc2ccccc2O1 (centres undefined)	4%	-13%	0%[11.6 µM]	-6%	0.7	-8	-11%	-0.4
O=C(O)CC1SC(=Nc2ccccc2)N(c2ccccc2)C1=O (centres undefined)	1%	-6%	7%	2%	0.6	-9	7%	-1.2
O=C1c2ccccc2C(=O)N1CCCCNc1ccccc1	-1%	5%	-12%	7%	0.3	-3	-2%	1.4
CCOC(=O)Cn1cc(C(=O)C(C)(C)C)c2ccccc21	-3%	-1%	-2%	-1%	-0.2	-3	-3%	1.3
c1csc(CNc2ccc3c(c2)OCCO3)c1	-27%	2%	-30%	5%	-0.6	-3	-18%	-0.9
CC(=O)Nc1ccc2c(c1)n(C)c(=O)n2C	0%	-4%	-3%	0%	-0.7	·	3%	-1.7
CC(C)(C)c1ccc(-c2cnco2)cc1	2%	-1%	-5%	2%	-1.8	5	10%	-1.4

Next compounds
SMILES	PLK1 PBD block	EPAC1 agonist	WRN helicase inh	EPAC2 agonist	IL2 activator	PI5P4K alpha inh	EPAC1 antag	CCT modulator
COc1ccc(/C=N/OCC(=O)NCc2cccs2)c(OC)c1	-8%	13%	-30%[57.1 µM]	-3%	-1.3	-7	-13%	-2.4
Nc1nonc1-n1nnc(C(=O)N/N=C/c2cccc(Cl)c2)c1-c1cccs1	-3%	11%	-4%	14%	-1.6	-2	?	-0.5
O=C(Nc1nccs1)C(c1ccccc1)N1CCCCC1 (centres undefined)	-1%	2%	1%	3%	0.0	-7	-3%	-0.9
Nc1nnc(SCC(=O)Nc2sc3c(c2C(=O)c2ccccc2)CCCC3)s1	?	15%	-8%	4%	-3.6	?	-15%	-2.0
Cc1cc(C)cc(Nc2nc3ccc(C)cc3n3cnnc23)c1	-8%	0%	3%	-10%	-2.2	10	-8%	-0.2
COc1ccc2cc(C#N)c(SCC(=O)Nc3nonc3C)nc2c1	0%	-2%	-3%[57.1 µM]	7%	-0.8	8	-16%	-1.5
CC1/C(=N/O)CC(c2ccco2)NC1c1ccco1 (centres undefined)	-2%	3%	-1%	1%	0.0	-3	1%	2.6
CN(C(=O)CSc1n[nH]c(N)n1)C1CCCCC1	-15%	17%	-5%	3%	-0.4	2	5%	-1.1
CC(Sc1nnc(-c2ccncc2)n1-c1ccc(F)cc1)C(=O)NC1CC1 (centres undefined)	1%	-15%	6%	0%	1.8	0	-14%	-1.4
CCOC(=O)c1ccc(NC(=O)CSc2nnc(CCc3ccc(C)o3)n2-c2ccccc2)cc1	-14%	-16%	-23%	-7%	-0.3	2	-5%	-0.2

An excerpt of these results, as comma-separated lines.
SMILES,PLK1 PBD block,EPAC1 agonist,WRN helicase inh,EPAC2 agonist,IL2 activator,PI5P4K alpha inh,EPAC1 antag,CCT modulator
Cc1nn(-c2ccccc2)c(Cl)c1/C=C1\C(=O)N(C)C(=S)N1C,0%,10%,-5%,16%,0.0,4,-1%,-1.6
CCOC(=O)Cn1cc(C(=O)C(C)(C)C)c2ccccc21,-3%,-1%,-2%,-1%,-0.2,-3,-3%,1.3
